Screening data as filed in PubChem BioAssay.
CRFR2-BP antag: antagonists of CRF-BP/CRF-R2 complex, primary screen, cell-based, HEK293, calcium dye fluorescence, uHTS; CRF-induced calcium fluorescence; inhibition, % at 11.8 µM; 350,000 compounds, 0.59% hits; AID 588475, 2011;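 active = inhibition of the ligand-induced calcium signal above about 50% at the single tested concentration, limit read from the data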
CRFR2-BP ag: agonists of CRF-BP/CRF-R2 complex, primary screen, cell-based, HEK293, calcium dye fluorescence, uHTS | CRF-binding protein / CRF receptor 2 complex (human) | calcium dye fluorescence (FLIPR); percent of saturating CRF peptide response | activation, % at 13.2 µM | 350,000 compounds, 0.46% hits;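 active = activation of at least 50%, plus an integration ratio under a set limit after plate pattern correction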;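 note: plate controls were neutral control wells without compound for no effect and CRF at EC100 for full effect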
GalR3 antag: GalR3 antagonists in HEK293 cells, primary screen, cell-based, fluorescence readout. HEK293 GalR3-CNG cAMP membrane potential fluorescence; galR3 body fused to GalR1 C-terminus. AID 651719, 2012. inhibition, % at 3 µM. Galanin receptor type 3 (Homo sapiens), O60755. 360,000 compounds, 0.44% hits;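 active = inhibition above the screen-wide average plus 3 SD, cut at about 13% in these data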;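 note: forskolin and galanin both at EC90 stimulate the cells; cAMP rise reported by CNG channel membrane potential dye signal; 0% = forskolin plus galanin with DMSO and 100% = forskolin alone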
Target sequence (O60755 1-299 limits assumed): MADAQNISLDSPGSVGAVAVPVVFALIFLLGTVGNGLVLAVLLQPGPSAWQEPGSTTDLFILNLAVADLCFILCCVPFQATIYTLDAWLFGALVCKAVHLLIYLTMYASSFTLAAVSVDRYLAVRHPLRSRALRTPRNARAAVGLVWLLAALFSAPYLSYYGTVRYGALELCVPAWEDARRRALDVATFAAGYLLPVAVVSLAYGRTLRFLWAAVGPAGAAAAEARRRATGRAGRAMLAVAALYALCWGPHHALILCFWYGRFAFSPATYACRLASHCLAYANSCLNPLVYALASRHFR
Active calls of the source: *.

SMILES | CRFR2-BP antag | CRFR2-BP ag | GalR3 antag
Cc1cc(C)c(C)c(S(=O)(=O)Nc2cccnc2)c1C | 1.7 | -0.8 | -4.5
CCCCCc1nnc(NC(=O)c2ccc3nc[nH]c3c2)s1 | -19.2 | 0.0 | -5.4
COc1ccc(C2(c3ccc(OC)cc3)NC(=O)N(CC(=O)NC3CCCC3)C2=O)cc1 | 0.4 | -0.7 | -4.6
CN(CC(=O)NCc1cccs1)CC(=O)Nc1ccccc1Cl | 16.6 | -0.9 | -2.9
COc1ccccc1CC(=O)c1ccc(OCc2ccccc2)cc1 | 3.1 | 3.3 | -5.9
O=C(COc1cc(F)ccc1[N+](=O)[O-])NCCN1C(=O)CSC1=O | 6.9 | -2.2 | 5.1
O=C(COC(=O)C12CC3CC(CC(O)(C3)C1)C2)Nc1ccc(Cl)c(S(=O)(=O)N2CCOCC2)c1 | -4.3 | 2.2 | -1.6
COc1ccc(C(C)(C)C)cc1NC(=O)CCCN1C(=O)CN(C)C1=O | -0.5 | -0.7 | -3.1
CCCc1cc(=O)[nH]c(SC(C)C(=O)Nc2ccc3c(c2)OCCO3)n1 (centres undefined) | 0.6 | 1.3 | -6.3
Oc1ccc(C=NN=C2c3ccccc3-c3ccccc32)c(O)c1 | 8.8 | -0.4 | 1.0
Nc1c(N(CCC2=CCCCC2)C(=O)Cc2ccccc2F)c(=O)[nH]c(=O)n1Cc1ccccc1 | -25.7 | 21.8 | -4.6
CC(C(=O)N1CCN(C(=O)c2ccco2)CC1)N1C(=O)NC2(CCCCC2C)C1=O (centres undefined) | 0.1 | 0.2 | -4.7
CN(c1ccccc1)S(=O)(=O)c1cccc(C(=O)OCC(=O)NCc2ccccc2)c1 | 16.6 | -1.0 | -4.6
CCN1C(=O)c2cccc3c(S(=O)(=O)NCc4ccccc4)ccc1c23 | 5.9 | -1.6 | -1.5
COc1ccc(C(=O)Nc2cccc(-c3ccc(N4CCOCC4)nn3)c2)cc1 | 22.3 | 0.8 | -3.3

Brought forward from above: 2 entries; new compounds follow.
SMILES | CRFR2-BP antag | CRFR2-BP ag | GalR3 antag
CCN1C(=O)c2cccc3c(S(=O)(=O)NCc4ccccc4)ccc1c23 | 5.9 | -1.6 | -1.5
COc1ccc(C(=O)Nc2cccc(-c3ccc(N4CCOCC4)nn3)c2)cc1 | 22.3 | 0.8 | -3.3
Cc1ccccc1OCC(=O)OCC(=O)N1CCc2ccccc21 | 8.2 | -1.0 | -1.2
COc1ccc(S(=O)(=O)N2CCOCC2)cc1NC(=O)c1ccc(=O)[nH]c1 | 4.4 | -1.0 | -4.6
O=C(Nc1cccc(C(F)(F)F)c1)OCc1ccncc1 | 3.3 | -1.5 | -2.6
O=C(NCc1ccccc1)c1nc[nH]c1C(=O)N1CCc2ccccc2C1 | 6.8 | 1.4 | -6.0
CCCN(C(=O)COC(=O)CSc1ccc(C(N)=O)cc1[N+](=O)[O-])C1CCS(=O)(=O)C1 (centres undefined) | 10.5 | -1.4 | -2.6
Cc1ccc(OCC(=O)Nc2cc(Cl)ccc2-n2cncn2)c(C)c1 | -3.6 | -1.2 | -6.2
Cc1cccnc1NC(=O)CNC(=O)COc1ccccc1 | 14.7 | -1.4 | -4.4
C[C@@H]1CN([C@@H](C)CO)C(=O)c2cc(C#Cc3ccccc3)cnc2O[C@@H]1CN(C)Cc1ccccn1 | 4.9 | 2.4 | -1.1
CCCCCN(C(=O)CCC(=O)OCc1ccc(Cl)cc1Cl)c1c(N)n(CCCC)c(=O)[nH]c1=O | 9.5 | 0.6 | -2.4
CCOC(=O)C1CCN(C(=O)c2cccc(S(=O)(=O)NCc3ccccc3)c2)CC1 | -0.4 | -0.3 | -4.5
O=C(Nc1ccccc1N1CCCCC1)C1=COCCO1 | 1.6 | -0.8 | -7.3
Cc1cc(C)n2nc(C(=O)OC(C)C(=O)c3ccccc3)nc2n1 (centres undefined) | 0.2 | 1.3 | -0.9
CCOc1ccc(C(=O)NCC(c2cccs2)N2CCOCC2)cc1 (centres undefined) | -5.9 | 1.1 | -5.7
CN(CCCn1ccc(NC(=O)OCc2ccccc2)nc1=O)CCc1ccccn1 | 0.6 | -0.1 | -8.8
CN(Cc1ccc(F)cc1)C(=O)c1cccc(S(=O)(=O)NCc2ccccc2)c1 | -1.3 | -1.0 | -3.2

5 of these compounds, set out differently:
molecule	CRFR2-BP antag	CRFR2-BP ag	GalR3 antag
CCCCCc1nnc(NC(=O)c2ccc3nc[nH]c3c2)s1	-19.2	0.0	-5.4
COc1ccc(C2(c3ccc(OC)cc3)NC(=O)N(CC(=O)NC3CCCC3)C2=O)cc1	0.4	-0.7	-4.6
CN(CC(=O)NCc1cccs1)CC(=O)Nc1ccccc1Cl	16.6	-0.9	-2.9
COc1ccccc1CC(=O)c1ccc(OCc2ccccc2)cc1	3.1	3.3	-5.9
O=C(COc1cc(F)ccc1[N+](=O)[O-])NCCN1C(=O)CSC1=O	6.9	-2.2	5.1

Carrying on:
SMILES | CRFR2-BP antag | CRFR2-BP ag | GalR3 antag
CC(O)(Cc1ccccn1)Cc1ccccn1 | 0.1 | 3.8 | -7.2
O=C(CCC1CCCC1)NNC(=O)c1ccc(F)cc1 | -5.9 | 0.2 | 3.2
Cc1ccc(S(=O)(=O)CCC(=O)OCC(=O)N2CCN(c3ccccc3)CC2)cc1 | -3.7 | -2.2 | -0.9
COc1cc(/C=C/C(O)=C/C(=O)/C=C/c2ccc(O)cc2)ccc1O | -59.8 | 112.5* | -2.3
CCc1cc(=O)[nH]c(SCC(=O)NCc2ccc3c(c2)OCO3)n1 | -17.1 | 0.9 | -2.1
Cc1ccc(C(=O)OC(C(=O)O)C(OC(=O)c2ccc(C)cc2)C(=O)O)cc1 (centres undefined) | 3.2 | 1.2 | -1.6
Cc1ccc(NC(=O)CSCC(=O)Nc2ccccc2N2CCCCC2)cc1 | -3.9 | 2.0 | -4.8
CC1CC(C)CN(C(=O)COC(=O)c2ccc3c(c2)OCCO3)C1 (centres undefined) | 6.2 | -3.0 | -4.7
COc1cc(OC)c2c(-c3ccccc3)cc(=O)oc2c1C(CCN1CCOCC1)c1ccc2c(c1)OCO2 (centres undefined) | 0.7 | 0.0 | 4.8
O=C(CCNC(=O)c1ccc(Cl)cc1)Nc1ccc(S(=O)(=O)N2CCOCC2)cc1 | 10.6 | 2.7 | -2.4
COC(=O)c1cc(N/C(N)=N/c2nc(C)cc(C)n2)cc(C(=O)OC)c1 | -6.9 | -0.8 | -0.8
COc1ccc(NS(=O)(=O)c2cccc(C(=O)NNC(=O)c3cccc(NC(C)=O)c3)c2)cc1 | 14.5 | 0.3 | -3.6
CCOC(=O)N1CCN(C(=O)CSc2nnc3[nH]c(=O)c(C)c(C)n23)CC1 | -5.1 | 1.4 | -4.6
O=C(Nc1ccccn1)c1ccc2c(=O)n3c(nc2c1)CCCCC3 | -5.8 | 0.6 | -2.0
O=C(NC1CCCCC1)c1cccc(NC(=O)c2ccccc2Cl)c1 | -2.8 | -0.9 | -8.4
Cc1ccc(OCC(=O)Nc2cc(S(=O)(=O)N3CCOCC3)ccc2N2CCCC2)cc1 | -4.0 | -2.5 | -1.2
CCCCn1c(N)c(N(CCOC)C(=O)COC(=O)C(C)Oc2ccc(Cl)cc2)c(=O)[nH]c1=O (centres undefined) | -13.2 | 0.1 | -4.6
C[C@H](NC(=O)c1nc[nH]c1C(=O)NCc1ccc(CNC(=O)OC(C)(C)C)cc1)c1ccccc1 | 8.9 | 1.7 | 7.4
Cc1sc2ncnc(N3CCC(C(=O)NNC(=O)COc4cccc(C(F)(F)F)c4)CC3)c2c1C | 11.0 | -0.5 | -3.9
CC(NCC(=O)NC(=O)NCCC1=CCCCC1)c1ccc(S(N)(=O)=O)cc1 (centres undefined) | -12.1 | -2.2 | -4.5
Cn1cnnc1SCC(=O)Nc1ccc2ccccc2c1 | 0.0 | 1.4 | -6.2
COc1cccc(NC(=O)COc2coc(CN3CCc4ccccc4C3)cc2=O)c1 | 8.1 | -1.1 | -0.7
Cc1ccc(NS(=O)(=O)c2ccc(NC(=O)c3ccccc3C(=O)O)cc2)cc1C | -3.2 | -0.2 | -3.7
Cc1ccc(-c2cc(C(=O)NCC(c3ccccc3)N(C)C)c3ccccc3n2)o1 (centres undefined) | 3.4 | -0.8 | -5.0
CN(C(=O)C1CCN(S(=O)(=O)c2ccccc2)CC1)c1c(N)n(Cc2ccccc2)c(=O)[nH]c1=O | 24.6 | 3.5 | -0.1
NS(=O)(=O)c1ccc(CCNC(=O)C2CCCN2C(=O)c2cccs2)cc1 (centres undefined) | 4.5 | -1.2 | -5.2
COc1cccc(COC(=O)C(Cc2ccccc2)NC(=O)c2ccco2)c1 (centres undefined) | 18.5 | 3.8 | -4.6
CN(Cc1cnc2nc(N)nc(N)c2n1)c1ccc(C(=O)NC(CCC(=O)O)C(=O)O)cc1 (centres undefined) | 10.1 | 1.6 | 1.2
Cc1ccccc1NC(=O)COC(=O)COc1ccc2c(c1)CCC2 | -8.4 | -0.7 | 0.9
COc1ccc(CNC(=O)Cc2csc(NC(=O)Nc3ccccc3OC)n2)cc1 | 0.3 | -2.2 | -2.2

One compound at a time, as listed above. Order of values: CRFR2-BP antag | CRFR2-BP ag | GalR3 antag
`CN(Cc1ccc(F)cc1)C(=O)c1cccc(S(=O)(=O)NCc2ccccc2)c1` is listed with -1.3 | -1.0 | -3.2
`CC(O)(Cc1ccccn1)Cc1ccccn1` is listed with 0.1 | 3.8 | -7.2
`Nc1c(N(CCC2=CCCCC2)C(=O)Cc2ccccc2F)c(=O)[nH]c(=O)n1Cc1ccccc1` is listed with -25.7 | 21.8 | -4.6
`O=C(Nc1ccccc1N1CCCCC1)C1=COCCO1` is listed with 1.6 | -0.8 | -7.3
`Cc1ccc(S(=O)(=O)CCC(=O)OCC(=O)N2CCN(c3ccccc3)CC2)cc1` is listed with -3.7 | -2.2 | -0.9

Remaining list, next part.
SMILES | CRFR2-BP antag | CRFR2-BP ag | GalR3 antag
C[C@H](NC(=O)c1ccco1)C(=O)OCC(=O)N1CC(=O)Nc2ccccc21 | 0.6 | 1.8 | -6.7
CC(=O)c1sc(NC(=O)C2CC(=O)N(Cc3ccccc3)C2)nc1-c1ccccc1 (centres undefined) | -2.4 | 0.3 | -0.6
Cc1cc(C(=O)CN2C(=O)NC(CC(C)C)C2=O)c(C)n1C1CC1 (centres undefined) | -25.1 | 7.1 | -6.8
COc1ccc(NC(=O)Nc2cccc3c2O[C@H](CN(C)C(=O)Nc2ccccc2)[C@@H](C)CN([C@H](C)CO)C3=O)cc1 | -6.7 | 0.3 | 0.6
COc1ccc(C2(c3ccc(OC)cc3)NC(=O)N(CC(=O)N3CCOCC3)C2=O)cc1 | 3.2 | -0.1 | 1.1
CC1(C)O[C@@H]2C[C@H]3[C@@H]4CCC5=CC(=O)CC[C@]5(C)[C@@]4(F)[C@@H](O)C[C@]3(C)[C@]2(C(=O)CCl)O1 | -22.7 | -1.3 | 0.3
CC(=O)c1ccccc1NC(=O)C1CCCN(C(=O)c2ccc(Cl)cc2)C1 (centres undefined) | 9.2 | -2.0 | -4.0
CC(=O)Nc1ccc(NC(=O)C(C)OC(=O)c2ccc(S(=O)(=O)N3CCCCC3)cc2)cc1 (centres undefined) | 11.6 | 7.6 | 0.7
C=CCn1c(-c2cccc(S(=O)(=O)N3CCOCC3)c2)n[nH]c1=S | -0.7 | -0.5 | -2.7
COc1ccc(COC(=O)CN2C(=O)NC3(CCCC3)C2=O)cc1F | 8.1 | -2.3 | -4.5
COc1ccc2nc(-c3ccccc3)cc(C(=O)OCC(=O)N3CC(C)OC(C)C3)c2c1 (centres undefined) | -8.2 | 0.1 | -5.3
O=C(CCN1CCC2CCC(C2)C1)c1ccc(F)cc1 (centres undefined) | -12.1 | -0.8 | 0.9
COCc1c(C(=O)OCc2nc3ccsc3c(=O)[nH]2)oc2ccccc12 | 7.8 | 1.4 | -4.5
COc1cccc(NC(=O)CN(C)C(=O)c2cn(-c3ccccc3)nc2-c2cccnc2)c1 | -8.2 | -0.3 | 6.5

Not all compounds are listed. The share of hits here may be higher or lower than overall.
